Screens: PubChem BioAssay, several laboratories
Tat export inh: E. coli Tat export inhibitors, primary screen, MC4100, TorA-mCherry reporter, fluorescence, single point | inhibition, % at 10 µM | 340,000 tested, 0.036% active | AID 488895, 2010;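 active means mean replicate inhibition at least 50% and at least half of replicates individually reaching 50%; inconclusive means only one of the two criteria met; inactive means neither criterion met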;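 further: exported cargo escapes ClpAP degradation while cytoplasmic cargo is degraded and loses fluorescence; 0% = median of neutral control wells and 100% = median of NaSCN control wells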
Rtt109 HAT inh: inhibitors of C. albicans Rtt109/Vps75 HAT, primary screen, biochemical, ThioGlo CoA-SH fluorescence, plate reader; Histone acetyltransferase RTT109 (Candida albicans (strain SC5314 / ATCC MYA-2876)), …; purified Rtt109/Vps75, 4 h; inhibition, % at 34.9 µM; 330,000 tested, 0.16% active;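 active means inhibition of at least 50% in every replicate; inconclusive means best replicate reaches 50% inhibition but some replicates fall short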
Target sequence (Q5AAJ8 whole entry, looked up): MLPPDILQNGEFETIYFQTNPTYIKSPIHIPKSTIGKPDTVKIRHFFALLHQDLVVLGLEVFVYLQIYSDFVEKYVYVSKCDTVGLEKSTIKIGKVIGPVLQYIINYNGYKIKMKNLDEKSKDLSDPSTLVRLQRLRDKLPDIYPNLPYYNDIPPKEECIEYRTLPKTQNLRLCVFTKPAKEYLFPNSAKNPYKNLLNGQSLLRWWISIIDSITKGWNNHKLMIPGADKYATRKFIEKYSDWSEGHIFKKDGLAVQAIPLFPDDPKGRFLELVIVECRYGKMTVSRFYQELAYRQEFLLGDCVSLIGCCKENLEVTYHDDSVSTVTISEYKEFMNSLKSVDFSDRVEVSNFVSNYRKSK
Wnt bcat act: Wnt/beta-catenin pathway activators, primary screen, cell-based, plate reader, single point; AID 743398, 2014; activation, % at 9.35 µM; 300,000 tested, 1.2% active; Wnt/beta-catenin reporter cell assay, activator; in the data active means activation above about 30%, passing the limit was not always enough; inconclusive means no clear call, values can overlap the other calls;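 further: 0% = neutral control wells and 100% = positive control wells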
CAL PDZ FP-1: untagged CAL PDZ binding inhibitors, primary screen, biochemical, fluorescence polarization, HTS. Golgi-associated PDZ and coiled-coil motif-containing protein (Homo sapiens), Q9HD26. purified CAL PDZ, TMR-peptide fluorescence polarization, 1 h. inhibition, % at 24.9 µM. 300,000 tested, 0.92% active. AID 602252, 2012;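 active means mean inhibition of at least 30% with at least half of replicates also reaching 30%; inconclusive means no clear call, values can overlap the other calls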;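 further: 0% = DMSO neutral control and 100% = excess unlabeled competitor peptide PRC23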
CDK5 p35 inh: inhibitors of human CDK5/p35 kinase, primary screen, biochemical, single concentration; Cyclin-dependent kinase 5 (Homo sapiens) + Cyclin-dependent kinase 5 activator 1 (Homo …; Recombinant CDK5/p35, ADP-Glo luminescence, 60 min; inhibition, % at 10 µM; 330,000 tested, 0.01% active; AID 488839, 2010;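 active means highest replicate inhibition of at least 50% and at least 75% of replicates reaching 50%; inconclusive means only one of the two criteria met; inactive means both criteria failed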;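 further: plate controls were DMSO neutral control for no effect and GW8510 at 10 µM for full effect; many of its hits are not listed in these tables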
MITF act: activators of MITF-driven TRPM1 promoter reporter, primary screen, cell-based, SK-MEL-5, luciferase, single point; SK-MEL-5 TRPM1-promoter luciferase, 24 h; % of positive control, neutral wells = 0; activation, % at 12.5 µM; 300,000 tested, 0.75% active;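 active means mean activation of at least 80% with every replicate also reaching 80%; inconclusive means mean reaches 80% but some replicate falls short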;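 further: 0% = neutral control wells and 100% = parthenolide positive control wells; values of inactives mirror those of a sister screen read the other way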
dFosB activator: activators of delta FosB homodimer, primary screen, biochemical, fluorescence polarization, TAMRA-CDK5 oligo, single point | 340,000 tested, 0.99% active | purified delta FosB; percent of positive-control signal above neutral wells | activation, % at 25 µM | AID 493131, 2011;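 active means mean activation above about 17%, with every replicate also reaching it, limit read from the data, passing the limit was not always enough; inconclusive means only one of the two conditions met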;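 further: fluorescence polarization rise as delta FosB binds a TAMRA Cdk5 AP-1 oligo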
Target sequence (P13346 whole entry, looked up): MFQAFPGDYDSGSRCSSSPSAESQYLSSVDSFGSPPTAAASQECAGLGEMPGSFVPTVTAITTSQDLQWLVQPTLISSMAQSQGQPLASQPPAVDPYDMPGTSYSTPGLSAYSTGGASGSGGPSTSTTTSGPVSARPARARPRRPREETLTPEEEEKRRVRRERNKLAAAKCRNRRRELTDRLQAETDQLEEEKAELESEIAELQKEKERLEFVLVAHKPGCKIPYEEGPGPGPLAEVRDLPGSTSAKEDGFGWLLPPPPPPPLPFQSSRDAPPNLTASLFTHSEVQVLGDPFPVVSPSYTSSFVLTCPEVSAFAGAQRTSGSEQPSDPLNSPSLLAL
V-ATPase pH: regulators of yeast V-ATPase proton pumping, primary screen, pHLuorin cytosolic pH fluorescence; S. cerevisiae; response, % at 10 µM; 350,000 tested, 0.37% active; in the data active means response mostly above about 7.3%, no sharp cut-off; inactive means mostly below about 5.4%; further: actives read high; inactives centre near 0; some compounds called inactive have numbers as strong as hits
RTF Ca sens act: cardiac RTF calcium sensitivity activators, primary screen, biochemical, IANBD-TnC fluorescence, EC20 calcium; Troponin I, cardiac muscle (Homo sapiens) + Troponin T, cardiac muscle (Homo sapiens) + …; IANBD-labeled TnC RTF fluorescence at EC20 calcium; 0% EC20 calcium, 100% full calcium; activation, % at 7.2 µM; 340,000 tested, 0.24% active;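 active means activation above the mean over all tested compounds plus 3 SD, cut at about 30% in these data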;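 further: rise in fluorescence read as greater calcium sensitivity of cardiac thin filaments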
CAL PDZ FP-2: CAL PDZ peptide-binding inhibitors, primary screen, biochemical, fluorescence polarization, Cer-tagged CAL PDZ, HTS | Golgi-associated PDZ and coiled-coil motif-containing protein (Homo sapiens), Q9HD26 | purified CAL PDZ, TMR-peptide fluorescence polarization, 1 h | inhibition, % at 20 µM | 330,000 tested, 0.02% active | AID 504414, 2011;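 active means highest replicate inhibition of at least 40%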;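 further: plate controls were DMSO neutral control wells for no effect and unlabeled competitor peptide control wells for full effect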
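Material: tagged CAL PDZ protein CerCALP, purified; buffer or medium: sodium phosphate/NaCl buffer pH 7.4 with TCEP, IgG, Thesit; also added: fluorescent TMR peptide probe; schedule: 1 h incubation at room temperature before polarization reading; technique: fluorescence polarization from S- and P-plane intensities, G-factor corrected; control set: unlabelled peptide and DMSO controls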
The depositor's hits bear a star; ? = inconclusive; nt = not tested or not shown.

SMILES	Tat export inh	Rtt109 HAT inh	Wnt bcat act	CAL PDZ FP-1	CDK5 p35 inh	MITF act	dFosB activator	V-ATPase pH	RTF Ca sens act	CAL PDZ FP-2
CN1CCN(C(=O)c2cnn(-c3ccccc3)c2NC(=O)c2cccs2)CC1	1	-27	nt	nt	-0.7	5	-8	4	-2	nt
CCS(=O)(=O)NCC(c1cccnc1)N1CCN(c2ccc(OC)cc2)CC1 (stereo unspecified)	-9	-5	1	-3	0.1	4	-6	5	-1	-1.3
CC(=O)Nc1ccc(NC(=O)Nc2cccc3ccccc23)cc1	-3	-1	3	-3	0.7	6	0	0	0	-1.0
Cc1noc(C)c1COc1cccc(C(=O)Nc2ccccc2)c1	8	2	0	-3	0.4	nt	-2	0	1	-0.4
CCOC(=O)C1=C(COC(=O)C2(C)CC2(Cl)Cl)NC(=O)NC1c1ccccc1 (stereo unspecified)	-6	-2	0	nt	-1.0	1	-1	-4	-2	-1.1
Cc1cs/c(=N\N=C\c2ccccc2)n1Cc1ccco1	14	-4	nt	-3	-0.9	27	-5	1	0	-0.1
CC(=O)Nc1sc(/C(C#N)=C\c2cccc(Cl)c2)nc1-c1ccc(C)cc1	-2	-5	nt	-2	-0.9	5	6	-3	43*	-0.3
CCOc1ccc2[nH]cc(C(=O)O)c(=O)c2c1	-3	4	-2	-4	1.9	3	-3	2	1	0.1
N#CC/C(N)=N/Nc1nc2ccccc2nc1Cc1ccccc1	-6	7	-1	0	-0.9	-15	-6	3	-7	-1.0
COC(=O)C(=CC(=CN(C)C)C=C(C(=O)OC)C(=O)OC)C(=O)OC	1	-10	38*	-5	0.8	8	-3	8	0	-0.5
O=C(NC1CCCCC1)C(c1ccncc1)N(Cc1ccc2c(c1)OCO2)C(=O)c1cnsn1 (stereo unspecified)	0	7	0	nt	-1.7	nt	-5	11	1	-2.6
COc1ccc(NC(=O)CCCn2c(=O)c3sccc3n(Cc3ccccc3C)c2=O)cc1	0	3	-4	-6	-0.3	5	-2	-1	0	-0.2
OC(COc1ccc(Br)cc1)CN1CCCC1 (stereo unspecified)	1	-4	-1	5	0.0	1	1	-2	-8	0.1
CSC1(SC2=NCCN2)SC2(NCCN2)S1	0	5	1	-4	0.5	-2	2	-1	5	-0.8
CN(C)S(=O)(=O)c1cccc(NC(=O)COC(=O)c2ccc(Br)o2)c1	1	-2	-4	-6	0.3	1	-10	1	2	-0.3
CCC1(C)CC(CCN(Cc2ccco2)C(C)=O)(c2ccccc2)CCO1 (stereo unspecified)	6	nt	-6	-2	1.3	8	-4	2	-8	-3.1
CCC[n+]1cn(/C(C(=S)Nc2cccc(Cl)c2C)=C(/[O-])c2ccc(OC)c(OC)c2)c2ccccc21	2	15	-5	-2	-0.3	-12	-16	-3	-1	-1.8
CSCC(C)N1CCC(n2nccc2NC(=O)c2ccccc2C)CC1 (stereo unspecified)	1	-3	1	-1	0.1	-2	6	-2	5	-2.3
O=C(CCC(=O)c1ccc(F)cc1)OCc1nnc(-c2ccc([N+](=O)[O-])cc2)o1	-7	-1	1	-9	1.0	nt	-13	2	2	-0.8
COc1ccc(C(=O)OC2CCN(C)CC2)cc1	8	-3	0	nt	-5.1	nt	1	3	-5	-0.5
CC1CCN(S(=O)(=O)c2cccc(C(=O)NC3CCCC3)c2)CC1	5	0	0	-7	-0.6	-19	-9	3	4	-2.4
CCN(CCn1cccn1)C(=O)c1cc(COc2c(F)cccc2F)on1	25	9	2	-4	1.0	-2	-9	-5	6	0.2
CC1=CC(C)(C)n2c(O)c(C3=NC(=S)NC3=O)c3cc(OC(=O)c4cccc5ccccc45)cc1c32	-11	-12	nt	-2	0.8	-16	-10	-2	3	0.3
CC1CCCN(C(=O)CSc2nc3ccccc3o2)C1 (stereo unspecified)	-4	9	?	nt	-1.3	nt	-7	1	6	nt
C/C(=N/NS(=O)(=O)c1ccc(C(C)C)cc1)c1ccncc1	-2	9	-2	-2	0.4	5	-3	-1	0	-1.7
COc1ccc(CC(=O)Nc2ccc(F)c(Cl)c2)cc1S(=O)(=O)N1CCOCC1	-3	0	1	-5	-1.1	-12	-6	-3	-7	-1.3
Cn1ncc(N)c1C(=O)Nc1cccc(C(F)(F)F)c1	9	-3	-1	-3	-0.1	6	-1	0	-2	-0.1
COc1ccc(NC(=O)C2CCCN(S(=O)(=O)c3cccc4nonc34)C2)c(OC)c1 (stereo unspecified)	-4	0	-1	-4	nt	3	3	-1	-4	0.6
Cc1cccc(NC(=O)C2CCN(S(=O)(=O)c3ccc4c(c3)OCCCO4)CC2)n1	6	6	0	-6	-3.6	-17	-5	-3	-4	-2.0
COc1cccc(/C=N/Nc2cc(Cl)nc(C)n2)c1O	2	16	1	0	-0.1	52	-8	-6	7	-3.0

3 entries already listed, sorted by the number in Wnt bcat act, low to high:
SMILES	Tat export inh	Rtt109 HAT inh	Wnt bcat act	CAL PDZ FP-1	CDK5 p35 inh	MITF act	dFosB activator	V-ATPase pH	RTF Ca sens act	CAL PDZ FP-2
CCC[n+]1cn(/C(C(=S)Nc2cccc(Cl)c2C)=C(/[O-])c2ccc(OC)c(OC)c2)c2ccccc21	2	15	-5	-2	-0.3	-12	-16	-3	-1	-1.8
CN(C)S(=O)(=O)c1cccc(NC(=O)COC(=O)c2ccc(Br)o2)c1	1	-2	-4	-6	0.3	1	-10	1	2	-0.3
CCOC(=O)C1=C(COC(=O)C2(C)CC2(Cl)Cl)NC(=O)NC1c1ccccc1 (stereo unspecified)	-6	-2	0	nt	-1.0	1	-1	-4	-2	-1.1

More entries.
SMILES	Tat export inh	Rtt109 HAT inh	Wnt bcat act	CAL PDZ FP-1	CDK5 p35 inh	MITF act	dFosB activator	V-ATPase pH	RTF Ca sens act	CAL PDZ FP-2
O=C(CN1CCN(S(=O)(=O)c2ccc3ccccc3c2)CC1)NC(=O)NC1CCCCC1	19	6	nt	nt	-1.6	nt	-5	1	12	0.3
C/C(=N\NC(=O)c1ccc(Cl)c(Cl)c1)c1ccccn1	-4	-1	-4	-3	1.7	-64	2	5	-7	-1.2
COc1ccc(NC2C=CS(=O)(=O)C2)c(OC)c1 (stereo unspecified)	-6	1	7	-7	6.6	0	-2	-2	-3	-0.5
CC(C)CN1C(=O)C(=O)N(CC(=O)N(C)CC(=O)Nc2ccc(Cl)c(C(F)(F)F)c2)C1=O	13	-2	-1	-6	0.1	7	-5	2	0	-1.1
Nc1ccc(S(=O)(=O)c2ccc(N)c(N)c2)cc1	-4	15	-1	nt	-0.1	4	-4	2	-1	0.1
Cc1cc(NCCCCO)n2c(nc3ccccc32)c1C#N	-1	-29	nt	-1	5.7	-1	-4	0	1	-0.4
Cc1nc(SCc2cccc(F)c2)[nH]c(=O)c1C#N	0	-3	-1	nt	-1.0	1	-3	-3	-4	-2.9
C=CCN1C(=O)N/C(=C/c2ccc(C)o2)C1=O	3	34	4	2	0.2	-17	-7	-7	-2	-1.3
CC(C)C(OC(=O)CN1C(=O)c2ccccc2C1=O)C(=O)NC1CCCC1 (stereo unspecified)	1	0	0	-2	-0.3	-3	3	-2	-1	-1.9
COc1ccc(Cl)cc1C(=O)CSc1nc(N)cc(N)n1	3	4	nt	0	-0.8	nt	-5	-2	-1	-1.9
COCCNC(=O)CN(C(=O)Cn1nnc2ccccc21)c1ccc(C)c(F)c1	1	-7	-3	-2	-0.6	-4	-5	-2	2	-2.4
CSC(=NC#N)N1CCN(c2ccc([N+](=O)[O-])cc2)CC1	-11	4	-4	-6	0.6	-15	1	0	2	-0.6
COC(=O)c1scc(C)c1NC(=O)c1ccc(Cl)cc1	-6	7	nt	11	-0.7	-1	6	2	2	1.1
Cc1cccc(CS(=O)(=O)c2nnc([C@H](Cc3ccccc3)NC(=O)OC(C)(C)C)o2)c1	-6	6	nt	-1	-1.1	-73	3	4	2	0.9
C=CCOc1ccc(C(=O)Nc2ncn[nH]2)cc1	-10	-2	4	-4	-0.6	nt	4	1	-3	-0.7

With a hit mark in Wnt bcat act, of those listed so far:
SMILES	Tat export inh	Rtt109 HAT inh	Wnt bcat act	CAL PDZ FP-1	CDK5 p35 inh	MITF act	dFosB activator	V-ATPase pH	RTF Ca sens act	CAL PDZ FP-2
COC(=O)C(=CC(=CN(C)C)C=C(C(=O)OC)C(=O)OC)C(=O)OC	1	-10	38*	-5	0.8	8	-3	8	0	-0.5

The listing continues:
SMILES	Tat export inh	Rtt109 HAT inh	Wnt bcat act	CAL PDZ FP-1	CDK5 p35 inh	MITF act	dFosB activator	V-ATPase pH	RTF Ca sens act	CAL PDZ FP-2
Nc1c(N(Cc2ccco2)C(=O)c2cccc(Cl)c2)c(=O)[nH]c(=O)n1Cc1ccccc1	-2	1	0	nt	0.5	2	-12	1	1	-1.0
Cc1ccc(NC(=O)COC(=O)CN2C(=O)NC3(CCCC3)C2=O)cc1S(=O)(=O)N(C)C	-9	-6	-2	nt	-1.6	-3	-8	-2	7	-0.9
COc1ccc(S(=O)(=O)N2CCCCCC2)cc1C(=O)N(C)Cc1ccc(F)cc1	-5	4	-1	0	1.0	-5	-8	-4	-5	-2.7
Cc1ccc(-c2cc(NC(=O)c3ccccc3[N+](=O)[O-])n[nH]2)cc1	19	5	8	1	-4.7	nt	-13	2	-4	-1.3
CCCc1cc(=O)[nH]c(SCC(=O)CSc2nc(CCC)cc(=O)[nH]2)n1	-1	-16	nt	6	-1.6	-2	3	-4	-1	0.5
Cc1ccc2c(c1)N(S(=O)(=O)c1ccc(CN3C(=O)c4cccnc4C3=O)s1)CCO2	7	-3	5	-4	0.7	-3	1	3	1	-3.4
Cc1oc(-c2ccc(Cl)cc2)nc1CN1CCCC(C(=O)NCc2ccccn2)C1 (stereo unspecified)	-4	3	-9	-5	2.0	nt	-3	2	9	-0.6
CC(C)c1ccc2[nH]c(O)c(N=NC(=O)c3cccc(S(=O)(=O)Nc4cccc(Cl)c4)c3)c2c1	1	-1	-6	-4	-2.9	14	4	-1	-2	-0.8
C[C@H](CO)N1C[C@H](C)[C@@H](CN(C)S(=O)(=O)c2cccs2)Oc2ccc(NC(=O)Cn3cnnn3)cc2C1=O	4	6	-2	3	0.4	-1	-7	-1	4	-1.5
